GRK2 aptamer HTS – blocks RNA aptamer binding to human GRK2 | hit rate 0.59% among 330,000 | P25098 | bead flow cytometry, FAM-aptamer displacement from GRK2 | inhibition of aptamer binding, % at 10 µM;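 active = inhibition of aptamer binding above 40%, roughly 3 SD of noise, on plates passing a quality check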;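 note: median bead fluorescence of bound FAM aptamer so fluorescent compounds give negative values; no value below 0 was filed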
Target sequence (P25098 whole entry, looked up): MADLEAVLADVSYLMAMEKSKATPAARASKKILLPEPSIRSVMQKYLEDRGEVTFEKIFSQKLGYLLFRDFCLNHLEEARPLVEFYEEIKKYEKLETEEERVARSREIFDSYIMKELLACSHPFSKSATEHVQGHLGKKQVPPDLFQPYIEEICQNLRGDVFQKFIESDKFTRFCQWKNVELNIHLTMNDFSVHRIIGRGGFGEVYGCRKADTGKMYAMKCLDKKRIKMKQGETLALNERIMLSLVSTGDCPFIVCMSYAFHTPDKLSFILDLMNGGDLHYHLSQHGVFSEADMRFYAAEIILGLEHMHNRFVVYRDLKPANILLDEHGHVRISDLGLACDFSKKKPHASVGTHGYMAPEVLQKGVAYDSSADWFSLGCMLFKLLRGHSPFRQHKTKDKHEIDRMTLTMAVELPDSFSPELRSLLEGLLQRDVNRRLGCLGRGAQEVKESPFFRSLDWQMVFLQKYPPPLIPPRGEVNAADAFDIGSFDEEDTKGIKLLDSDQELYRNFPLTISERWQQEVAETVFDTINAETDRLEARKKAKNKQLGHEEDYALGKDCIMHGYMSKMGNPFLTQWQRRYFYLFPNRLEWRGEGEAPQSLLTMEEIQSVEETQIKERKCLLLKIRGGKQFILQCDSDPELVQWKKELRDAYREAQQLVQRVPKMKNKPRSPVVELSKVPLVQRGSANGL
AGP1 TOR yeast – yeast TOR pathway AGP1-GFP modulation; S. cerevisiae AGP1-GFP multiplex flow cytometry, 3 h; GFP as percent of DMSO wells; GFP response vs DMSO, % at 10 µM; hit rate 0.02% among 320,000;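 active = GFP response relative to DMSO above a set limit, near screen average plus 3 SD, cut at about 150% in these data; inconclusive = fewer than 70 cells counted for the yeast strain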;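 note: median GFP channel fluorescence of the gated AGP1 strain per well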
CR mimetic SO – caloric restriction mimetics inhibiting age-related superoxide in yeast; S. cerevisiae aged cells, superoxide DHE fluorescence; hits give low values; superoxide response (% of plate mean), % at 10 µM; hit rate 0.18% among 330,000; AID 2690;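 active = superoxide response under a set limit, about three screen SD below normal, cut at about 65% in these data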;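 note: yeast aged for seven days with compound at 30 °C before DHE staining; 100% = average MFI of all compound-treated wells on the plate with controls excluded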
VLA-4 inh – inhibition in a human VLA-4 binding assay; inhibition, % (about 7 µM as worked out from the volumes in the protocol); VLA-4 expressing cells, ligand binding flow cytometry; hit rate 0.2% among 330,000; in the data active = inhibition above about 50%
GLD-1 TGE inh – GLD-1-TGE RNA interaction inhibition (C. elegans); purified GLD-1 + fluorescein TGE RNA, fluorescence polarization; inhibition, % at 5.96 µM; hit rate 0.44% among 320,000; AID 2280;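 active = percent inhibition above a per-plate cutoff, the plate mean of test compounds plus 3 SD, cut at about 30% in these data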;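 note: 0% = DMSO wells with GLD-1 and probe and 100% = wells lacking GLD-1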
MCL1-BIM inh – inhibitors of human MCL1 binding to BIM-BH3 peptide. GST-MCL1 / FITC-Bim-BH3 fluorescence polarization. AID 2057. Q07820. hit rate 0.68% among 320,000. inhibition, % at 10.9 µM;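 active = inhibition above the mean inhibition of all tested compounds plus 3 SD, set per campaign, cut at about 40% in these data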;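 note: 0% = DMSO wells and 100% = unlabeled Bim-BH3 peptide control; higher means more loss of mP so more displacement of Bim peptide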
Target sequence (Q07820 whole entry, looked up): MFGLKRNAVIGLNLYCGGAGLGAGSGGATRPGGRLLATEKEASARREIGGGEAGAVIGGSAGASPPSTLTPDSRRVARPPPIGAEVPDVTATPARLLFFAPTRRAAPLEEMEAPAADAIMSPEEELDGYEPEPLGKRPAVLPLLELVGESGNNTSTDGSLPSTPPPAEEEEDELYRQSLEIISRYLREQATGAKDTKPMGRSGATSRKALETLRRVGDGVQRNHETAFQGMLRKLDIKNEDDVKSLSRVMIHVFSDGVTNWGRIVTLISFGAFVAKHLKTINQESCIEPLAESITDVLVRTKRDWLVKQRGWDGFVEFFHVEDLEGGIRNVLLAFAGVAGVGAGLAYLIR
BCLXL inh – Bcl-xL (human) inhibition; GST-Bcl-xL / FITC-Bim BH3 peptide fluorescence polarization; inhibition, % at 10.9 µM; hit rate 0.7% among 320,000; AID 2129;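 active = inhibition above the mean of all tested compounds plus 3 SD, cutoff set per campaign, cut at about 30% in these data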;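 note: 0% = DMSO wells and 100% = unlabeled Bim-BH3 peptide competitor; inhibitors lower millipolarization by displacing the labeled peptide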
MEX-5 binding – C. elegans MEX-5 TCR-2 RNA binding activity; activity score (negative = inhibition of binding), % at 10 µM; hit rate 0.38% among 300,000; Q9XUB2; MEX-5/FITC-TCR2 RNA binding, fluorescence polarization; hits give low values;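 active = inhibition past about -25% in most replicates, and total fluorescence under double the plate's negative control median, limit read from the data; inconclusive = replicates evenly split on the limit, or fluorescence at least double controls; inactive = too little inhibition in most replicates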;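 note: 0% = DMSO and -100% = 5 µM competing unlabeled TCR2 RNA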
CIT2 TOR yeast – alters CIT2-GFP fluorescence in TOR pathway yeast screen | S. cerevisiae CIT2-GFP strain, flow cytometry, 3 h; 100 means same as DMSO wells | GFP response vs DMSO, % at 10 µM | hit rate 0.065% among 320,000 | AID 2029;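 active = GFP response relative to DMSO above a set limit, near the screen mean plus 3 SD, cut at about 150% in these data; inconclusive = Fewer than 70 cells measured for a yeast strain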;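 note: ratio of well median GFP fluorescence to mean of DMSO wells on the plate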
Starred values were filed as active, the others as inactive; i = inactive; ? = inconclusive; nt = not tested or not shown; [ ] = dose if it differs, or a comment.

SMILES	GRK2 aptamer HTS	AGP1 TOR yeast	CR mimetic SO	VLA-4 inh	GLD-1 TGE inh	MCL1-BIM inh	BCLXL inh	MEX-5 binding	CIT2 TOR yeast
COC(=O)C[C@H]1c2cc(F)ccc2S(=O)(=O)N1c1ccc(N(C)C)cc1	0.0	85.5	109.5	38.7	-5.5	15.8	3.4	-1.3	94.8
NC(=O)C1=C[C@@H](c2ccc(C(F)(F)F)cc2)C[C@@H](OCc2ccc(CO)cc2)O1	nt	nt	nt	nt	6.0	0.1	0.9	-2.2	nt
O=C(O)CSCCCC(=O)Nc1ccc(Br)cc1	4.0	97.1	99.1	-5.0	3.1	4.1	1.9	-0.2	99.3
CCCC(=O)NC(=S)Nc1cccc(Cl)c1N1CCCCC1	3.0	93.3	110.6	-8.5	7.8	11.9	4.1	0.7	103.3
Cc1ccc(C(=O)c2cc([N+](=O)[O-])ccc2N2CCCCC2)c(C)c1	2.0	103.5	110.8	14.3	7.3	5.8	7.7	-0.4	98.5
CCN(CC)CCCN1C(=O)c2oc3ccccc3c(=O)c2C1c1cc(OC)ccc1OC (centres undefined)	0.0	94.2	104.9	5.0	5.8	2.0	-0.3	1.1	96.8
Cc1cc(C)cc(NC(=O)C2C3C=CC4(O3)C2C(=O)N(CCCN2CCCC2)C4C(=O)NC2CCCC(C)C2C)c1 (centres undefined)	2.0	98.2	103.2	-4.4	-7.7	-1.9	-5.9	-1.1	99.3
CCCCCCc1cc2cc(/C(N)=N/NC(=O)c3ccncc3)c(=O)oc2cc1O	0.0	97.3	83.8	-306.3	-72.6	-83.2	-40.9	nt	95.5
CCn1cc(-c2cc(C(=O)O)c3ccccc3n2)c(C)n1	6.0	100.6	98.2	33.5	9.5	-2.3	-2.2	1.9	94.9
COc1ccc([C@H]2CC(=O)C=C(c3ccc(NC(C)=O)cc3)C2)cc1OC	0.0	63.3	106.0	18.5	-11.1	-0.7	3.5	nt	89.8
CCOC(=O)Cc1cc(=O)[nH]c(/N=C(\N)Nc2ccc(OC)cc2)n1	2.0	101.7	95.4	-6.4	-6.6	-2.9	-5.9	-1.7	98.3
CN(C)c1ccc(C(CNS(=O)(=O)c2ccc3ccccc3c2)c2c[nH]c3ccccc23)cc1 (centres undefined)	0.0	114.6	134.3	-23.9	-1.1	-0.8	-0.1	3.7	103.0
Cc1ccc(NC(=O)CN(C)Cc2c(O)ccc3ccccc23)cc1	2.0	104.5	97.6	-3.2	10.9	6.7	5.9	-3.3	117.2
CCOC(=O)c1ccc(NC(=S)N(CCCN2CCCCCC2)Cc2ccco2)cc1	0.0	99.4	95.0	4.9	-3.1	13.8	1.7	1.0	101.1
Fc1ccccc1Cc1noc(CN2CCN(Cc3ccc4c(c3)OCO4)CC2)n1	0.0	104.6	97.5	-0.5	8.4	4.5	4.9	-0.3	99.9
CCc1cccc2c(C=C(C#N)C#N)cn(CC(=O)N3CCCC3)c12	1.0	100.4	109.0	-5.3	-4.9	2.3	-0.3	-2.6	93.4
O=C(NCCCN1CCCCCC1)c1ccc(N2CCCC2=O)cc1	43.0*	94.5	111.7	0.0	-2.1	2.3	5.9	-2.2	104.2
COc1cccc(C(=O)N/N=C(\C)c2cccc(NC(=O)c3ccc(F)cc3)c2)c1OC	1.0	104.2	99.5	3.9	-4.7	11.5	7.4	-1.7	104.5
CC(=O)c1cccc(NC(=O)C2CCCN(S(=O)(=O)c3cccc4cccnc34)C2)c1 (centres undefined)	1.0	108.0	108.4	-26.7	-7.1	0.9	0.4	1.9	106.0
O=C(N/N=C/c1cccc(Oc2ccccc2)c1)c1ccncc1	0.0	95.4	91.6	10.7	7.1	3.8	4.8	1.4	79.5
CCCSc1ncnc2c1oc1ccccc12	4.0	104.1	85.6	3.6	-0.5	-4.4	0.3	-1.8	114.4
COc1ccc(CCN(C)C(=S)Nc2ccc(SC(F)F)cc2)cc1OC	0.0	99.2	113.9	-2.5	-3.3	8.0	2.6	1.9	88.2
CC(=O)CCC(=O)OCC(=O)Nc1ccc(SC(F)F)cc1	0.0	107.6	100.8	3.2	4.0	12.3	6.9	0.5	77.7
CCOC(=O)CN(Cc1ccccc1)S(=O)(=O)c1ccc(NC(C)=O)cc1	0.0	97.7	105.7	-6.1	1.6	-0.8	-1.0	1.1	95.1
CCOC(=O)c1c(NC=O)sc2c1CCC2	6.0	101.6	87.1	i	4.8	0.6	0.9	1.6	105.8
Cc1nn(Cc2ccc(F)cc2)c2sc(C(=O)Nc3nccs3)cc12	2.0	102.9	102.9	0.0	2.1	-4.1	0.8	0.1	99.0
O=C(CCc1nnc2ccc(N3CCCCC3)nn12)NCc1ccco1	1.0	92.6	95.2	-7.0	0.6	4.0	-2.3	1.2	100.9
COc1cccc(C(C(=O)NC2CCCC2)N(C(=O)c2ccco2)C2CC2)c1OC (centres undefined)	0.0	59.4	119.5	-6.2	6.6	2.2	1.7	-0.8	99.5
CCN(CC)CCCN(Cc1cc2cc3c(cc2[nH]c1=O)OCO3)C(=S)Nc1ccccc1OC	1.0	105.0	84.5	6.1	-2.5	1.0	0.2	-0.8	104.3
CCOc1ncccc1C(=O)OCC(=O)N(CC(C)C)C1CCS(=O)(=O)C1 (centres undefined)	0.0	106.5	112.8	4.0	0.4	1.0	90.7*	0.9	101.1
Cc1cc(C)nc(N2CCC(C(=O)Nc3cccc(C(F)(F)F)c3)CC2)n1	1.0	99.4	89.9	-6.6	1.2	-0.8	1.6	4.6	96.4
C/C(=C\C(=O)c1ncc(C(F)(F)F)cc1Cl)N(C)C	3.0	98.5	93.0	-2.0	-0.7	1.2	4.0	-1.6	100.0
Clc1nc2c(-c3ccccc3)nnn2c2ccccc12	3.0	66.8	114.9	-13.8	-3.3	-1.6	2.6	0.3	72.2
Cc1cccc(C(=O)N(CC(=O)Nc2sc(C)c(C)c2C(N)=O)C2CCCC2)c1	2.0	93.3	96.0	13.0	0.4	4.8	4.4	-4.4	96.7
CCn1c(=O)n(CC(=O)Nc2cc(OC)ccc2OC)c(=O)c2ccccc21	0.0	105.4	100.0	-7.1	-4.5	0.1	3.9	2.7	99.9
COc1cc2nc(N(C)C)nc(N)c2cc1OC	6.0	109.6	97.8	3.2	-3.6	5.2	4.1	3.6	106.7
CC(C)CN1CN(Cc2ccccc2)CNC1=S	2.0	105.9	102.7	20.6	0.4	14.6	3.5	1.9	111.2
Cc1ccc(S(=O)(=O)N(C)c2ccc(C(=O)NCC3CCCO3)cc2)cc1 (centres undefined)	0.0	97.9	97.5	5.0	0.9	3.4	1.0	1.3	94.7
CCOC(=O)C=C1CCN(c2ncc(C(F)(F)F)cc2Cl)CC1	0.0	101.3	89.2	2.0	8.1	-5.5	4.5	1.3	108.8
COc1ccc(CC(=O)N(C)CC(=O)Nc2cccc(F)c2)cc1S(=O)(=O)N1CCOCC1	0.0	114.6	103.8	1.0	6.7	-6.8	0.8	-1.6	110.8
CC1(C)Cc2nc3sc(C(=O)O)c(N)c3cc2CS1	0.0	95.9	100.2	-104.4	-6.5	-23.0	-10.2	0.6	84.0
CCN(C(=O)CN1CCc2ccccc21)c1c(N)n(Cc2ccccc2)c(=O)[nH]c1=O	0.0	99.9	91.2	4.1	-0.7	-1.7	4.8	0.0	94.5
CCN(CC)S(=O)(=O)c1ccc2nc(CCl)[nH]c2c1	4.0	105.8	99.5	18.5	-11.4	-3.9	0.5	3.6	101.2
O=C(N[C@@H](Cc1ccc(O)cc1)C(=O)O)c1ccncc1	0.0	110.6	100.4	7.2	-5.9	1.3	1.4	0.4	106.0
CCOc1ccccc1CNC(=O)c1nn(C)c2c1CS(=O)(=O)c1ccccc1-2	2.0	97.7	120.1	2.3	2.0	-11.0	-1.6	2.6	93.1
Cc1oc(C(N)=O)nc1-c1ccccc1	1.0	94.7	102.3	5.4	2.2	47.9*	9.2	0.7	84.2
COc1cc(C(=O)N/N=C/c2ccc3c(c2)c2ccccc2n3C)ccc1O	1.0	?	97.1	2.9	nt	nt	nt	2.0	?
CCCC(=O)Nc1ccc(C(=O)COC(=O)c2cc(C)oc2C)cc1	3.0	86.5	90.3	15.3	4.3	-6.6	-7.3	nt	95.4
O=C(NCCN1CCOCC1)c1ccc2c(c1)N(Cc1ccccc1)C(=O)c1ccccc1S2	0.0	103.1	117.2	14.8	-1.9	-6.6	2.8	-1.4	93.7
COc1ccccc1N=Nc1c(O)[nH]c2ccc(Br)cc12	2.0	91.1	93.4	-176.1	-13.0	-5.7	-0.9	-6.1	86.5

(more compounds)
SMILES	GRK2 aptamer HTS	AGP1 TOR yeast	CR mimetic SO	VLA-4 inh	GLD-1 TGE inh	MCL1-BIM inh	BCLXL inh	MEX-5 binding	CIT2 TOR yeast
O=C(/C=C/c1ccccc1)Nc1cc(NC(=O)/C=C/c2ccccc2)cc(C(=O)O)c1	4.0	101.6	104.2	5.6	nt	nt	nt	-0.1	105.9
CN1C2C=C3C(C#N)=C(N)C(C#N)(C#N)C(c4ccc(Br)cc4)C3C1CC2 (centres undefined)	2.0	98.2	122.8	31.9	12.1	10.1	12.8	-4.4	94.9
CC(C)(C)CC(=O)Nc1ccc(S(=O)(=O)NC2=NCCCCC2)cc1	6.0	96.1	99.6	-5.1	3.9	nt	nt	nt	100.1
CN(C)S(=O)(=O)c1cccc(C(=O)Nc2ccc(C(=O)Nc3cccc(S(N)(=O)=O)c3)cc2)c1	1.0	100.6	87.4	2.6	1.8	nt	nt	nt	101.1
CCN(CC)C(=O)Oc1ccc2c(c1)O/C(=C\c1ccco1)C2=O	4.0	97.4	99.2	-9.3	-3.0	1.2	1.8	-3.4	96.8
COC(=O)N/N=C/c1ccc(Oc2ccccc2)cc1	1.0	76.9	79.0	0.0	-1.2	8.7	4.0	1.2	71.7
COc1ccc(C(C(=O)NC2CCCC2)N(Cc2ccc(C)cc2)C(=O)c2ccn[nH]2)cc1OC (centres undefined)	0.0	91.6	118.0	-7.4	-1.6	1.6	-0.1	0.7	99.4
COc1ccc(C(=O)CC(c2ccccc2)S(=O)(=O)c2ccc(C)cc2)cc1 (centres undefined)	0.0	101.8	101.2	36.7	-7.4	-1.9	-0.9	1.5	105.0
O=C(O)CCCc1nc(-c2ccc(Cl)cc2)no1	0.0	91.3	132.6	-58.4	-14.9	0.4	5.7	-3.2	93.3
Cc1ccc(N(CC(=O)O)S(C)(=O)=O)cc1	0.0	106.7	96.5	8.2	1.6	0.4	-1.5	1.8	106.0
Cc1cc(NS(=O)(=O)c2cccc([N+](=O)[O-])c2)no1	1.0	101.2[may fluoresce green]	99.5	2.4	-2.2	-7.2	-2.2	-0.1	97.7[may fluoresce green]
CCCOc1ccc(CCCN=C(N)N)cc1Cl	0.0	96.6	101.1	14.2	0.7	4.7	4.5	-2.7	92.6
CN(Cc1nccn1C)C(=O)CC1C(=O)NCCN1CC(c1ccccc1)c1ccccc1 (centres undefined)	0.0	105.1	97.5	-0.7	9.0	8.0	10.0	-1.1	107.8
COc1ccc(-c2nc(CS(=O)CC(=O)NCc3cccnc3)c(C)o2)cc1 (centres undefined)	0.0	105.8	87.8	0.7	-1.3	8.9	5.0	-2.3	119.5
O=C(N/N=C/c1ccc([N+](=O)[O-])o1)C1CC1	83.0*	91.7	136.6	42.7	1.5	16.6	12.7	-4.3	81.4

Compound activity from PubChem BioAssay.
